Screening results from PubChem BioAssay.
Cneo AK release – causes C. neoformans cell lysis; lysis activity, % at 15 µM; AID 651654; adenylate kinase release luminescence, 4 h; normalised: neutral wells 0, clomiphene wells 100; 360,000 compounds, 0.2% hits;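 active = mean lysis activity across replicates of at least 80%, whatever share of replicates individually reach that level; inactive = mean lysis activity below 80%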
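Test system: log-phase Cryptococcus neoformans yeast cells; Quantity: yeast cell density of 5 × 10^6 cells/mL; Buffer or medium: YPD; Doses: single compound concentration per well; Timing: 4 h at 37 °C static, read 1 h later; Measured by: AK luminescence; Read-out basis: lysis from increased AK signal; Control set: Clomiphene as positive control.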
GSIS activator – primary screen for activators of insulin secretion dependent on glucose, INS-1E cells, GLuc reporter luminescence; 370,000 compounds, 0.61% hits; INS-1E GLuc reporter insulin secretion, 2-3 h; activation, % at 16.6 µM;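 active = lowest replicate activation of at least 40%, so every replicate reaches that level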;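 note: 0% = median of neutral control wells and 100% = median of IBMX positive control wells; some compounds called inactive have numbers as strong as hits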
PglD inh – blocks C. jejuni PglD acetyltransferase activity. purified PglD enzyme, DTNB colorimetric CoA detection. inhibition, % at 12.5 µM. 360,000 compounds, 0.098% hits. AID 602405; in the data active = inhibition above about 16%, passing the limit was not always enough; note: strong numbers were not always called active
ARNT-TACC3 inh – disrupts binding between human ARNT and TACC3 | 390,000 compounds, 0.66% hits | inhibition, % at 9.99 µM | AID 623870 | AlphaScreen His-ARNT PAS-B/GST-TACC3 binding, luminescence; TACC3 fragment carries E629A point mutation | Q9Y6A5;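 active = mean inhibition of replicates at least 50% and at least half of replicates each reaching 50%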;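 note: 0% = complete ARNT plus TACC3 wells and 100% = ARNT alone without TACC3; many hits fall short of the cut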
LGR2 inh – Drosophila LGR2 receptor signaling inhibition; inhibition, % at 9.99 µM; HEK293 LGR2, CRE-luciferase, bursicon-stimulated, 4 h; 380,000 compounds, 0.35% hits;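 active = drop in luminescence signal, shown as inhibition above about 50% in the replicate tests, limit read from the data, passing the limit was not always enough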;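 note: agonist challenge used bursicon conditioned medium at about half maximal strength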
PAX8 inh HTS – inhibitors of PAX8 transcriptional activity in RMG-I cells; AID 652154; RMG-I TPO-luciferase reporter, SteadyGlo, 24 h; inhibition, % at 12.6 µM; 360,000 compounds, 1.2% hits;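 active = mean replicate inhibition at least 60% with every replicate also reaching 60%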;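 note: luciferase light reporting Pax8 driven TPO promoter activity; plate controls were median of neutral control wells for no effect and mitoxantrone controls for full effect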
Statin myotox sup – suppression of simvastatin myotoxicity. rescue of ATP level, % at 7.49 µM. 330,000 compounds, 0.78% hits. AID 602340. C2C12 myotubes + simvastatin, ATP luminescence, 48 h; scaled: DMSO 0, geranylgeraniol control 100;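 active = mean ATP rescue above about 67%, or every replicate alone reaching that limit, limit read from the data, passing the limit was not always enough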;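 note: myotubes were challenged with 10 µM simvastatin during compound exposure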
PGC1a acetyl inh – modulators of PGC1a acetylation; U2OS PGC1a acetylation, AlphaScreen anti-acetyl-lysine; with virally co-expressed GCN5 acetyltransferase; inhibition, % at 15.6 µM; 350,000 compounds, 0.17% hits;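 active = every replicate shows inhibition of at least 40%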;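 note: 0% = neutral control wells and 100% = positive control wells; some results beyond the cut were filed as inactive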
* marks the source's active call; other numbers are inactive results; . = no result given.

SMILES	Cneo AK release	GSIS activator	PglD inh	ARNT-TACC3 inh	LGR2 inh	PAX8 inh HTS	Statin myotox sup	PGC1a acetyl inh
COc1cc(NC(=O)COc2cccc(OC)c2)cc(OC)c1	-1	.	1	4	.	.	18	15
COc1ccc(CN2C[C@@H](C)[C@H](OC)CN(C)C(=O)c3ccc(NC(=O)C4CC4)cc3OC[C@H]2C)cc1	-2	-30	0	6	-1	2	18	-16
c1ccc(CNc2cnccn2)cc1	0	14	-2	-5	-6	.	17	.
COc1cccc(-c2nc(CS(=O)(=O)CC(=O)NCc3ccccc3OC)c(C)o2)c1	1	-46	3	-6	-17	-2	-1	.
CCc1ccc(C(=O)NNC(=O)c2cccc(N3C(=O)CCC3=O)c2)cc1	.	1	.	-5	0	-1	2	2
CC(C)(CNCC(O)c1ccccc1)N1CCOCC1 (stereo unspecified)	1	.	3	15	.	.	-2	-9
Cc1cccc(N(CC(=O)NCC2CCCO2)C(=O)CNS(=O)(=O)c2ccc(Cl)cc2)c1 (stereo unspecified)	6	-1	-5	0	11	-5	-7	.
COc1cccc(S(=O)(=O)N(C)C[C@@H]2Oc3cc(C4=CCCC4)ccc3S(=O)(=O)N([C@H](C)CO)C[C@H]2C)c1	1	0	-4	2	15	44	-161	-32
CCn1c(=N)n(CC(=O)c2ccco2)c2ccccc21	4	.	-1	5	.	.	5	-10
Cc1ccccc1N=C1NC(=O)CC(c2ccccc2)S1 (stereo unspecified)	1	13	-9	4	-20	.	14	4
Cc1noc(C)c1S(=O)(=O)Nc1cccc2c1O[C@H](CN(C)S(=O)(=O)c1ccccc1)[C@H](C)CN([C@@H](C)CO)C2=O	6	-7	5	4	18	5	-3	-7
CCCc1cc(=O)[nH]c2nnc(SCC(=O)NC3CCCC3)n12	.	-3	.	-1	-17	0	-3	3
CCN(CC(=O)Nc1ccccc1C(F)(F)F)C(=O)C1CC(=O)N(Cc2ccccc2)C1 (stereo unspecified)	-1	-2	4	-1	-4	-7	-9	4
CC1=Nc2cc(C(=O)NCCN3CCOCC3)ccc2Sc2c(C)ccc(C)c21	-1	.	-6	4	6	26	-20	3
CCCN1C[C@H](C)[C@@H](OC)CN(C)C(=O)c2ccc(NC(=O)Nc3c(C)noc3C)cc2OC[C@H]1C	-1	-3	0	-7	-4	.	-8	0
Cc1oc(-c2cccs2)[n+]([O-])c1C	0	.	-7	-5	.	-5	7	11
CCn1cc(C(=O)N2CCN(Cc3ccc4c(c3)OCO4)CC2)c2cc(OC)c(OC)cc2c1=O	2	.	-3	-3	.	.	-3	6
O=C(c1cnc2ccc3ccccc3c2c1)c1cc(F)ccc1O	.	1	.	3	-27	3	.	3
Cc1cccc(NC(=O)CNC(=O)C23CC4CC(CC(Cl)(C4)C2)C3)n1	.	-24	.	11	-18	.	-7	.
CSc1ccc(CN(C)Cc2nc3ccccc3c(=O)[nH]2)cc1	.	17	.	1	9	11	0	-4
CO[C@@H]1CN(C)C(=O)c2cc(NC(=O)Nc3ccccc3)ccc2OC[C@@H](C)N(C(=O)CC2CC2)C[C@H]1C	.	4	.	.	-3	3	7	-3
COc1ccc(C(=O)Nc2ncccc2C)cc1S(=O)(=O)N1CCOCC1	.	9	.	-1	4	1	.	.
Fc1ccccc1CN1[C@@H]2CNC[C@H]1C2c1ccc(-c2ccccc2)cc1 (stereo partly specified)	.	-3	.	.	-14	5	.	-1
CSc1ccccc1NC(=O)COC(=O)/C=C/c1ccco1	-1	-17	-2	1	-1	.	5	14
O=C(Cc1ccccn1)N[C@@H]1CC[C@H](CCNC(=O)c2cc(Cl)cc(Cl)c2)O[C@@H]1CO	-1	15	3	-9	3	12	-5	10
CCCNC(=O)[C@@H]1[C@@H](CO)[C@@H]2Cn3c(ccc(-c4ccncc4)c3=O)[C@H]1N2Cc1ccccc1F	-2	4	19	-8	-31	.	-20	.
CCOC(=O)C1=C(C)NC(C)=C(C(=O)OCC)C1C(=O)O	6	.	0	-2	.	-2	6	0
C[C@H](CO)N1C[C@H](C)[C@H](CN(C)S(=O)(=O)c2cccs2)Oc2ccc(NC(=O)Nc3ccc(C(F)(F)F)cc3)cc2CC1=O	2	-34	3	0	9	15	36	2
Cc1cccc(C)c1NC(=S)NCc1ccncc1	.	4	.	-8	-4	11	.	.
O=C(Nc1ccccc1F)N1[C@@H]2CNc3ccccc3[C@@H]2[C@@H]1CO	56	2	-1	-2	-20	-15	2	14
COc1ccc(O)c(C2=Nc3ccccc3N=C(c3cccs3)C2)c1	.	-7	.	2	8	0	.	.
C[C@@H]1CN([C@@H](C)CO)C(=O)c2cc(NS(C)(=O)=O)ccc2O[C@@H](C)CCCCO[C@@H]1CN(C)S(=O)(=O)c1cn(C)cn1	3	14	4	.	-26	.	.	5
O=C(c1ccccc1Cl)N1CCNCC1	.	17	.	-3	-5	.	.	67*
O=C(N/N=C/c1cccnc1)c1cc2ccccc2o1	-2	-4	7	-1	-11	-9	2	-2
O=c1[nH]c2nc(Br)[nH]c(=O)c2[nH]1	-1	.	-3	-6	-3	22	-2	-6
CC(=O)Nc1ccccc1-c1ccc(C)o1	1	2	1	-7	-21	.	8	10
CCOC(=O)CN1C(=O)NC2(CCCc3ccccc32)C1=O (stereo unspecified)	0	-1	-2	-4	3	-3	0	.
CO[C@@H]1CN(C)C(=O)c2cc(NC(=O)C3CC3)ccc2OC[C@H](C)N(Cc2cncnc2)C[C@@H]1C	-1	3	0	-6	9	2	-4	-16
Cc1cccc(NC(=O)Cn2c(=O)oc3ccccc32)n1	1	16	5	-6	-8	15	-1	.
O=C(c1ccc(S(=O)(=O)N2CCCCC2)cc1)N1CCN=C1SCc1cccnc1	-1	1	2	7	19	-5	6	-10
COc1ccc(CNC(=O)COC(=O)C2=COCCO2)cc1	-2	.	2	-5	.	3	-1	-26
CCCNC(=O)C[C@H]1C[C@H]2c3cc(NC(=O)COC)ccc3O[C@H]2[C@@H](CO)O1	-13	14	-2	7	10	1	6	2
O=C(Nc1cccc(-n2cnnn2)c1)C1CCCN(Cc2cccc(C(F)(F)F)c2)C1 (stereo unspecified)	-5	-28	5	.	11	23	-8	.
C[C@H]1CN([C@@H](C)CO)S(=O)(=O)c2ccc(Br)cc2O[C@H]1CN(C)Cc1cccnc1	3	12	6	-1	2	.	1	-6
CCCn1c(COc2ccc(C(=O)O)cc2)nc2ccccc21	2	9	-9	-2	8	-6	2	5

Profiles from above.
O=C(N/N=C/c1cccnc1)c1cc2ccccc2o1 is listed as Cneo AK release: -2; GSIS activator: -4; PglD inh: 7; ARNT-TACC3 inh: -1; LGR2 inh: -11; PAX8 inh HTS: -9; Statin myotox sup: 2; PGC1a acetyl inh: -2
CO[C@@H]1CN(C)C(=O)c2cc(NC(=O)C3CC3)ccc2OC[C@H](C)N(Cc2cncnc2)C[C@@H]1C is listed as Cneo AK release: -1; GSIS activator: 3; PglD inh: 0; ARNT-TACC3 inh: -6; LGR2 inh: 9; PAX8 inh HTS: 2; Statin myotox sup: -4; PGC1a acetyl inh: -16

Additional structures.
SMILES	Cneo AK release	GSIS activator	PglD inh	ARNT-TACC3 inh	LGR2 inh	PAX8 inh HTS	Statin myotox sup	PGC1a acetyl inh
Cc1noc(C)c1-c1ccc(C(=O)NCc2ccncc2)c2occc12	0	-36	-2	.	-13	.	9	-28
CCOC(=O)C1CCN(CCC(=O)Nc2ccc(C)cc2)CC1	-2	0	-1	0	4	-5	6	-3
CNc1nnc(SCC(=O)c2cc(C)n(C3CC3)c2C)s1	-1	.	7	5	-30	-125	-3	1
COc1ccc(CNC(=O)c2ccc3c(=O)n4c(nc3c2)CCCCC4)cc1OC	-1	19	2	0	-9	18	-18	14
CN1C[C@H]2[C@@H](c3ccccc31)[C@H](CO)N2Cc1ccccc1	0	13	-1	13	-4	-5	1	2
C[C@@H]1CN([C@@H](C)CO)C(=O)c2cccc(NC(=O)c3ccncc3)c2O[C@H]1CN(C)Cc1ccncc1	-3	22	4	-2	-3	2	23	10
O=C(NCc1ccncc1)Nc1cccc(Cl)c1	3	.	3	0	.	.	19	.
Cc1ccccc1-n1c(-c2ccc3ccccc3n2)n[nH]c1=S	2	36	4	-3	-10	14	19	.
CN1C(=O)c2cc(NC(=O)c3ccc(F)cc3)ccc2OC[C@@H]2O[C@@H](CC(=O)N3CCOCC3)CC[C@H]21	-6	0	-2	-6	-11	-3	-7	5
C/C=C/c1ccc([C@@H]2[C@H](CO)N(S(C)(=O)=O)[C@H]2CN(C)C(=O)CC)cc1	-1	6	1	8	-2	-12	6	14
O=[N+]([O-])c1ncn(C23CC4CC(CC(C4)C2)C3)n1	.	5	.	7	7	18	.	4
O=C(Nc1ccccc1)N(Cc1ccc2c(c1)OCO2)Cc1nc2ccccc2c(=O)[nH]1	0	.	3	-5	.	.	-5	-21
NC(=O)CCCc1nc(-c2ccccc2Cl)no1	-1	-9	-2	-4	-1	.	1	0
Cc1cccc(NC2=NCC(=O)N2Cc2cccs2)c1	.	0	.	-4	-5	-16	.	.
Cc1cc(C)c2c(N)c(S(=O)(=O)c3ccccc3)sc2n1	0	.	-1	-2	.	-8	-4	-8
Cc1ccc(NC(=O)CSc2n[nH]c(C)c2[N+](=O)[O-])cc1	.	13	.	-1	-33	8	.	.
COc1ccc(NC(=O)CSc2nc3c(c(=O)n2-c2ccccc2)SCC3)c(OC)c1	-2	.	-4	4	.	15	-1	7
Cc1ccc(/C(O)=C2/C(=O)C(=O)OC2c2ccc(Cl)cc2)cc1 (stereo unspecified)	2	.	0	1	.	.	0	-3
CSc1ccccc1-c1nnc(-c2ccc(Cl)cc2Cl)o1	.	9	.	2	-48	.	.	-14
O=c1cc(CN2CCN(c3ccc(Cl)c(Cl)c3)CC2)c2c(ccc3ccccc32)o1	0	4	-1	.	13	-3	-10	10
COc1cc(/C=N\Nc2ccc([N+](=O)[O-])cc2)ccc1OCC(=O)Nc1ccc(C)c(C)c1	-5	.	-3	-1	.	.	-2	.
CC(C)(O)C#Cc1cccc(-c2nc(C(=O)NCCCN3CCOCC3)cc3c2[C@H](CCO)N(S(=O)C(C)(C)C)C3)c1 (stereo partly specified)	1	2	-2	.	6	11	2	1
O=C(Nc1ccc(OC(=O)c2cccs2)cc1)c1ccco1	-5	.	1	-2	.	-26	23	-5
CN(c1ccccc1)S(=O)(=O)c1cccc(C(=O)NCc2ccccc2)c1	2	-43	3	-1	0	17	9	2
CN1CCN(C(=O)C[C@H]2CC[C@@H]3[C@H](COC[C@@H](O)CN3CC3CC3)O2)CC1	-1	-1	-2	-8	16	-36	5	4
COc1ccc(CCn2c(N)c(C#N)c3nc4ccccc4nc32)cc1OC	-1	.	-4	10	.	.	-4	-3
CC(OC(=O)C1=Cc2ccccc2OC1)C(=O)NC(C)(C)C (stereo unspecified)	.	-4	.	-5	-4	-1	.	.
Cc1[nH]nc(Nc2ccc(Br)cc2)c1[N+](=O)[O-]	.	12	.	-9	-88	-174	.	17
COCC(=O)N(C)C[C@@H]1[C@@H](c2ccccc2)[C@H](CO)N1C(=O)Cc1cccnc1	2	-4	-1	-4	-8	-19	2	0
CN1c2ccc(-c3cccc(F)c3)cc2[C@H]2[C@H](CCN2S(=O)(=O)c2cccc(F)c2)[C@H]1CO	54	-7	2	2	22	30	-12	-17
O=C(C[C@H]1C[C@@H]2c3cc(NC(=O)CC4CC4)ccc3O[C@@H]2[C@H](CO)O1)NCCc1ccccc1	-3	2	1	-4	-1	-1	-3	-3

PGC1a acetyl inh, hit marks shown above.
Compound	GSIS activator	PglD inh	ARNT-TACC3 inh	LGR2 inh	PGC1a acetyl inh
O=C(c1ccccc1Cl)N1CCNCC1	17	.	-3	-5	67*
